Compound activity: PubChem BioAssay, NMMLSC
Myeloid diff MLP = promotes myeloid progenitor differentiation. calls only at 10 µM. 1% of 360,000 active. ER-HoxA9 myeloid progenitors, lysozyme-GFP differentiation, flow cytometry. AID 624256;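 active = normalized GFP-positive differentiation at or above the plate's own cutoff, the solvent-only control mean plus 3 SD; inconclusive = no clear call, values can overlap the other calls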;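 note: cells exposed to compound for four days before flow analysis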
T cell HTS = modulates CD8 T cell binding to vesicles; 2C CD8+ T cell-vesicle binding, flow cytometry; hits give low values; calls only at 7 µM; 0.068% of 330,000 active;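 active = response, share of CD8 T cells binding vesicles, and their 90th percentile fluorescence all below set limits, cut at about 80% in these data, passing the limit was not always enough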
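incubation = binding step 1.5 h, 37 °C, antibody labelling 20 min, ice | test system = 2C mouse CD8+ T cells | read-out basis = percent CD8+ FL2 mean versus row control | controls = Peptide-free naked vesicles (low) and QL9 vesicles with 0.7% DMSO vehicle (high) | detection = flow cytometry of vesicle-bound cells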
T cell HTS vesicle-bound % = second read-out of T cell HTS, no call of its own (marks repeat the call); double positive events, %; measured here: CD8+ vesicle-bound cell fraction;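 binding gate set so that unloaded-vesicle control wells show 10% double positive cells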
Myeloid diff MLP GFP+ MAC1+ % = also measured in Myeloid diff MLP; calls as there; GFP+ MAC1+ double positive, %; measured here: differentiation confirmed by MAC1 staining
Numbers without * were called inactive; i = inactive; u = inconclusive; x = no result given; + = active, no number. Only part of the results is shown. The share of hits here may be higher or lower than overall.

Every second line gives: T cell HTS	Myeloid diff MLP	Myeloid diff MLP GFP+ MAC1+ %	T cell HTS vesicle-bound %
> O=C(CNC(=O)c1ccc(Cl)cc1)NNC(=O)c1ccc(Br)cc1
    i	i	1.2	48
> Cc1ccccc1-c1cc(C(=O)NCC2CC2)n(CC2CC(c3cccnc3)=NO2)n1 (configuration not stated)
    i	i	0.8	18
> O=C(OCC(=O)N1CCc2ccccc21)[C@@H]1CCCN1S(=O)(=O)c1ccccc1F
    i	i	0.9	19
> COc1ccc2nc(C)cc(N3CCN(S(=O)(=O)c4ccccc4F)CC3)c2c1
    i	i	0.7	16
> CCCCN(C(=O)c1nn(C)c(=O)c2ccccc12)c1c(N)n(CCC)c(=O)[nH]c1=O
    i	i	0.4	13
> CCCn1c(N)c(C(=O)COC(=O)CNC(=O)c2ccccc2OCC)c(=O)[nH]c1=O
    i	i	0.5	42
> Cn1nc(C(=O)NNC(=O)c2ccccc2F)c2ccccc2c1=O
    i	i	1.1	28
> COc1ccc(N2CCN(C(=O)COC(=O)COc3ccc(C#N)cc3)CC2)cc1
    i	i	0.5	52
> CCOc1cc(C(=O)OCc2cccc(OC)c2OC)ccc1OCC(=O)N1CCOCC1
    i	i	0.7	46
> C=CC[C@]12CCc3sccc3C1N(c1ccc(C(=O)OCC)cc1)C2=O (some centres not stated)
    i	i	0.9	23
> Oc1cc(NCc2ccc(Cl)cc2)cc2cccnc12
    i	i	0.9	28
> CCN(CC)S(=O)(=O)c1ccc(N2CC(C(=O)N3CCOCC3)CC2=O)cc1 (configuration not stated)
    i	i	0.7	41
> Cc1c(Cl)cccc1NC(=O)CNC(=O)c1ccc2c(c1)OCCO2
    i	i	1.5	46
> CN1CCC(N(C)C(=O)c2cc(S(=O)(=O)N(C)c3ccccc3)ccc2Cl)CC1
    i	i	0.5	12
> C=CC[C@H](CC(=O)NCCO)C(=O)N[C@H](COC(=O)[C@@H](CC=C)CC(=O)OC(C)(C)C)Cc1ccccc1
    i	i	1.3	27
> NCCCC[C@@H](C(=O)N1CCNCC1)n1cc([C@@H](N)CC(N)=O)nn1
    i	i	1.3	26
> COc1ccc(C2C3=C(CC(C)(C)CC3=O)Oc3ncn4nc(-c5cccnc5)nc4c32)cc1 (configuration not stated)
    i	i	0.2	8
> CCCCOC(=O)c1ccc(NC(=O)CN2C(=O)NC3(CCCCCC3)C2=O)cc1
    i	i	0.2	47
> N#Cc1ccc(CN2CCN(C(=O)c3cn(Cc4ccccc4)nc3-c3cccnc3)CC2)cc1
    i	i	0.5	29
> CC(C)[C@H](NC(=O)OCc1ccccc1)C(=O)OCC(=O)N1CCN(c2ccccc2)CC1
    i	i	1.7	30
> COc1ccc(C2(C)ON(c3ccccc3C(F)(F)F)C2=O)cc1 (configuration not stated)
    i	i	2.5	18
> CC(=O)NC(CC(=O)NNC(=O)COc1c(C)cccc1C)c1ccccc1 (configuration not stated)
    i	i	0.4	48
> CS(=O)(=O)c1ccc(Cl)c(NC(=O)CSc2nc3ccccc3c(=O)n2Cc2ccco2)c1
    i	i	1.0	44
> COc1ccc(C[C@H](N)C(=O)N[C@H]2[C@@H](O)[C@H](n3cnc4c(N(C)C)ncnc43)O[C@@H]2CO)cc1
    i	u	x	41
> O=C(NC(=S)NCc1ccccc1)c1ccc(Br)cc1
    i	i	0.8	22
> Cc1ccc(C(=O)NCC2CCCN2S(=O)(=O)c2ccc(C)cc2)cc1 (configuration not stated)
    i	i	0.3	19
> CN(Cc1ccccc1)C(=O)c1ccc(NC(=O)Cc2cccc(NC(=O)C3CCCN(C(=O)C4CCCCC4)C3)c2)cc1 (configuration not stated)
    i	i	4.2	12
> COc1cc(OC)cc(C(=O)N[C@H](C(=O)NC2=NCCS2)C(C)C)c1
    i	i	0.7	31
> O=C(c1ccco1)N1CCN(C(=O)c2cc(=O)[nH]c3ccccc23)CC1
    i	i	0.4	36
> CCc1noc(C)c1C(=O)NCCc1ccc(F)cc1
    i	i	0.7	31
> CC1(NC(=O)c2cccc(S(=O)(=O)N3CCN(c4ccc(F)cc4)CC3)c2)CCS(=O)(=O)C1 (configuration not stated)
    i	i	0.1	31
> C=C1CCC(N(O)c2cc(C)on2)C(=C)CCC2C1CC2(C)C (configuration not stated)
    i	i	2.2	31
> O=C(COC(=O)c1cccc(F)c1)Nc1ccc(Cl)cn1
    i	i	0.0	26
> CC(=O)Nc1ccc(S(=O)(=O)N2CCC3(CC2)CC(=O)c2ccccc2O3)cc1
    i	i	0.3	52
> CC(NC(=O)c1cccs1)c1ccc(Cl)cc1 (configuration not stated)
    i	i	0.6	13
> CCOc1ccc(S(=O)(=O)N2CCCCC2)cc1NS(=O)(=O)c1cccs1
    i	i	0.7	10
> C=CC[C@H](CC(=O)NCCO)C(=O)NCCOC(=O)[C@@H](CC=C)CC(=O)OC(C)(C)C
    i	i	0.8	17
> CC(Oc1ccc(Cl)cc1Cl)C(=O)NNC(=O)c1ccncc1 (configuration not stated)
    i	i	0.9	41
> O=C(COc1ccccc1F)NNC(=O)c1ccc2c(=O)n3c(nc2c1)CCC3
    i	i	0.5	45
> CCN1CCN(c2ccc(S(=O)(=O)N3CCCCC3)cc2NC(=O)COc2ccc(Cl)cc2)CC1
    i	i	0.7	36

The list goes on; it opens with the 5 that closed the last part.
Every second line gives: T cell HTS	Myeloid diff MLP	Myeloid diff MLP GFP+ MAC1+ %	T cell HTS vesicle-bound %
> CCOc1ccc(S(=O)(=O)N2CCCCC2)cc1NS(=O)(=O)c1cccs1
    i	i	0.7	10
> C=CC[C@H](CC(=O)NCCO)C(=O)NCCOC(=O)[C@@H](CC=C)CC(=O)OC(C)(C)C
    i	i	0.8	17
> CC(Oc1ccc(Cl)cc1Cl)C(=O)NNC(=O)c1ccncc1 (configuration not stated)
    i	i	0.9	41
> O=C(COc1ccccc1F)NNC(=O)c1ccc2c(=O)n3c(nc2c1)CCC3
    i	i	0.5	45
> CCN1CCN(c2ccc(S(=O)(=O)N3CCCCC3)cc2NC(=O)COc2ccc(Cl)cc2)CC1
    i	i	0.7	36
> CSc1ncccc1C(=O)OCC(=O)Nc1ccc2c(c1)CCC2
    i	i	1.6	18
> NC(N)=NCc1cccc(I)c1
    i	i	8.8	22
> COCc1cc(C)n(CC(=O)Nc2ccc(N3CCOCC3)cc2)c(=O)c1C#N
    i	i	0.7	7
> CCc1ccc(C(c2ccc(CC)cc2)C(Cl)Cl)cc1
    i	i	2.9	24
> Cc1ccc(OCC(=O)N(Cc2ccccc2)c2c(N)n(Cc3ccccc3)c(=O)[nH]c2=O)c(C)c1
    i	i	1.0	37
> Cc1ccc(NC(=O)CN2CCCC2c2cccn2C)cc1C (configuration not stated)
    i	i	2.0	51
> CCn1c(SCC(=O)NCC2CCCO2)nnc1-c1ccccc1OC (configuration not stated)
    i	i	0.2	49
> Cc1ccc(C)c(N(CC(=O)N2CCc3ccccc3C2)S(C)(=O)=O)c1
    i	i	0.7	26
> CC(=O)Nc1cc(C(=O)CSc2nnc(C3CC3)n2C2CC2)ccc1O
    i	i	1.2	53
> O=S(=O)(c1ccc2ccccc2c1)N1CCN(c2ccc(O)cc2)CC1
    i	+	8.3*	22
> COc1ccc(S(=O)(=O)N2CCOCC2)cc1C(=O)N(C)Cc1ccccc1F
    i	i	1.3	31
> O=C(Nc1cccc(S(=O)(=O)NCc2ccco2)c1)c1cccc(Cl)c1
    i	i	0.3	50
> COC(=O)c1ccc(CNC(=O)c2ccc3c(c2)NC(=O)CS3)cc1
    i	i	0.2	40
> COc1ccc(C(=O)OCC(=O)NCCN2C(=O)CSC2=O)cc1[N+](=O)[O-]
    i	i	0.3	30
> CCCCCCCCC(NC(=O)c1ccc(C#N)cc1)C(=O)NCCC (configuration not stated)
    i	i	0.9	26
> Cc1ccc(C(=O)CN(CCC(=O)O)S(=O)(=O)c2ccc([N+](=O)[O-])cc2)cc1
    i	i	1.0	42
> CCCSc1ccc([C@@H]2[C@@H]3C(=O)N(C)C(=O)[C@@H]3[C@]3(C(=O)OC)CCCN23)cc1OC
    i	i	2.5	36
> CC(C)N(C(=O)CSc1ccc(S(=O)(=O)N2CCCCC2)cn1)C(C)C
    i	i	0.3	47
> CC1(NC(=O)CCc2ccccc2)CCN(CCCc2ccccc2)C1=O (configuration not stated)
    i	i	0.6	42
> Cc1ccc(CNC(=O)c2cc(C3CC3)nc3c2cnn3C(C)C)cc1
    i	i	0.7	40

The final 2 entries of the part above come first, to join the parts:
Every second line gives: T cell HTS	Myeloid diff MLP	Myeloid diff MLP GFP+ MAC1+ %	T cell HTS vesicle-bound %
> CC1(NC(=O)CCc2ccccc2)CCN(CCCc2ccccc2)C1=O (configuration not stated)
    i	i	0.6	42
> Cc1ccc(CNC(=O)c2cc(C3CC3)nc3c2cnn3C(C)C)cc1
    i	i	0.7	40
> CCOc1ccc(CCNC(=O)COC(=O)Cc2ccc(F)cc2)cc1OCC
    i	i	0.5	21
> Cc1noc(C)c1COc1ccc(C(=O)N2CCN(c3ccccc3F)CC2)cc1
    i	i	0.2	42
> N#CC1(NC(=O)CSc2nnc(-c3ccccc3F)n2N)CCCCC1
    i	i	0.6	57
> CC1CCN(C(=O)c2[nH]cnc2C(=O)N(C)Cc2ccccc2)CC1
    i	i	2.1	60
> COc1ccccc1-n1nnnc1SCC(=O)N(C)C1CCS(=O)(=O)C1 (configuration not stated)
    i	i	0.6	34
> COc1ccc(OC)c(NC(=O)Nc2c(O)ccc3ccccc23)c1
    i	i	0.5	7
> O=C(COC(=O)Cc1ccc(F)cc1)NC1CCS(=O)(=O)C1 (configuration not stated)
    i	i	1.0	33
> COc1ccc(C(=O)Nc2ccc3c(c2)OCCO3)cc1S(=O)(=O)N1CCOCC1
    i	i	1.7	38
> Cc1ccc(C)c(S(=O)(=O)N2CCCCC2CCNC(=O)C(=O)NCc2cccnc2)c1 (configuration not stated)
    i	i	1.1	35
> CCC1(C)Cc2c(C#N)c(SC)nc(N3CCOCC3)c2CO1 (configuration not stated)
    i	i	0.1	41
> CC(C)(C)[C@H]1COC(=O)CCC/C=C/C[C@H](CC(=O)N(CCO)Cc2ccccc2)C(=O)N1
    i	i	1.5	13
> Cc1ccc(NC(=O)COC(=O)C2=NN(c3ccccc3)C(=O)CC2)c(Br)c1
    i	i	0.4	15
> CCCOc1ccc(C(=O)CCC(=O)Nc2ccc(N3CCN(C)CC3)cc2)cc1
    i	i	0.2	10
> O=C(Nc1cccc2c1CCCC2)c1ccc(F)cc1
    i	i	0.2	57
> O=C(COC(=O)/C=C/c1ccccc1Cl)NC(=O)NCc1ccccc1
    i	i	0.5	28
> CCOc1ccc2oc(C(=O)OCC(=O)NC3CCCC3)c(C)c2c1
    i	i	1.1	39
> O=C(c1cccc(S(=O)(=O)N2CCc3ccccc32)c1)N1CCN(CCO)CC1
    i	i	0.4	43
> N#Cc1c2ccc([N+](=O)[O-])cc2[n+]([O-])n1-c1ccccc1
    i	u	x	24
> CC(=O)c1cccc(NC(=O)COC(=O)CC2CC3CCC2C3)c1 (configuration not stated)
    i	i	0.5	23
> Cc1cc(NC(=O)CSc2n[nH]c(-c3ccccc3Br)n2)no1
    i	i	0.5	43

Sorted by value in T cell HTS vesicle-bound % (rising): some entries from above
| structure | T cell HTS vesicle-bound % |
| --- | --- |
| CC(=O)c1cccc(NC(=O)COC(=O)CC2CC3CCC2C3)c1 (configuration not stated) | 23 |
| Cc1ccc(C)c(S(=O)(=O)N2CCCCC2CCNC(=O)C(=O)NCc2cccnc2)c1 (configuration not stated) | 35 |
| Cc1cc(NC(=O)CSc2n[nH]c(-c3ccccc3Br)n2)no1 | 43 |

Later entries.
Every second line gives: T cell HTS	Myeloid diff MLP	Myeloid diff MLP GFP+ MAC1+ %	T cell HTS vesicle-bound %
> Cc1ccccc1C(=O)N[C@H](C(=O)OCC(=O)NC1CC1)C(C)C
    i	i	0.9	8
> CC(OC(=O)Cc1n[nH]c(=O)c2ccccc12)C(=O)Nc1ccc(F)cc1Cl (configuration not stated)
    i	i	0.6	60
> O=C(OCC#CCSc1nnc(-c2cccc3ccccc23)o1)c1cc2ccccc2o1
    i	i	1.8	14
> Cc1ccc(NC(=O)Cc2nc(COC(=O)C(C)NS(=O)(=O)c3ccc(C)cc3)cs2)cc1 (configuration not stated)
    i	i	0.3	40
> COC(=O)c1c(C)[nH]c(C(=O)COC(=O)CCNS(=O)(=O)c2cccc(C(F)(F)F)c2)c1C
    i	i	0.0	28
> Cc1ccc(C(CNS(=O)(=O)c2ccc(Br)cc2)N2CCN(C)CC2)cc1 (configuration not stated)
    i	i	0.4	54
> CCOc1ccc(NC(=O)COC(=O)CC2CCCCC2)cc1
    i	i	0.2	35
> CC(=O)c1ccc(OCCCC(=O)N(CCC2=CCCCC2)c2c(N)n(Cc3ccccc3)c(=O)[nH]c2=O)cc1
    i	i	0.8	39
> Cc1ccc(N2CC(C(=O)OCC(=O)Nc3ccc(F)cc3F)CC2=O)cc1 (configuration not stated)
    i	i	0.5	29
> COc1cc(C)ccc1OCC(=O)OCC(=O)c1cc(C)n(CC2CCCO2)c1C (configuration not stated)
    i	i	0.7	13
> O=C(/C=C/c1ccc([N+](=O)[O-])cc1)Nc1cccc(S(=O)(=O)NC2=NCCCCC2)c1
    i	i	1.3	39
